Plk1 PBD FP: Plk1 polo box domain binding inhibitors, primary screen, biochemical, fluorescence polarization | AID 693, 2007 | 97,000 tested, 0.13% active | Plk1 PBD phosphopeptide binding | inhibition, %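 (tested at about 20 µM)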; in the data active means inhibition above about 34%, passing the limit was not always enough
HIV Rev-RRE inh: HIV-1 Rev-RRE binding inhibitors, primary screen, biochemical, FRET, protein-RNA interaction | 97,000 tested, 0.79% active | Rev peptide-RRE RNA binding | inhibition, % at 8 µM | AID 704, 2007;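 active means inhibition above the screen-wide mean plus 3 SD, cut at about 35% in these data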;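 further: 0% = median DMSO wells and 100% = median Neomycin B control wells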
Target sequence (P05866 whole entry, looked up): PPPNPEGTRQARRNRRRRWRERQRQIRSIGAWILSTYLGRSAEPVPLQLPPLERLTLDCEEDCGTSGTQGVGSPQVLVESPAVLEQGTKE
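Material: labelled RRE RNA duplex and labelled Rev peptide / Buffer or medium: HEPES pH 7.5 salt buffer with EDTA / Compound dosing: single point, 8 µM final nominal compound concentration / Benchmarks: DMSO low control, neomycin B high control / Timing: 5 min preincubation and 15 min binding, 25 °C / Technique: FRET fluorescence readout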
CYP2C9 activ: human CYP2C9 activators, primary screen, biochemical, luminescence | Cytochrome P450 2C9 (Homo sapiens), P11712 | recombinant CYP2C9, luciferin-H conversion; hits give high values; factor 1 = untreated enzyme, 0 = blocked | activation factor at 5 µM | 96,000 tested, 1.4% active;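 active means activation factor of 2 or more for CYP2C9 at a 5 µM dose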;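 further: 0 = sulfaphenazole-blocked wells and 1 = vehicle-only wells; values of inactives mirror those of a sister screen read the other way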
LYP act: LYP phosphatase activators, primary screen, biochemical, DiFMUP fluorescence, 2 µM; Tyrosine-protein phosphatase non-receptor type 22 (Homo sapiens), Q9Y2R2; recombinant LYP; 0 = plate median, 100 = signal doubled; activation, % at 2 µM; 96,000 tested, 0.11% active;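 active means activation at 2 µM above a set limit, the mean plus 5 SD, cut at about 37% in these data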
Calb biofilm kill: clotrimazole potentiators killing Candida biofilms, primary screen, with clotrimazole, Alamar Blue | AID 834, 2007 | 85,000 tested, 0.14% active | inhibition, % at 6 µM | C. albicans biofilm + clotrimazole;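 active means inhibition above 20%; inactive means inhibition below 20%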;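 further: preformed 24 hr biofilms exposed to compound for 48 hr; 0% = biofilm without compound and 100% = blank killed by clotrimazole plus chlorhexidine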
PTPN22 inh 2: PTPN22 phosphatase inhibitors, primary screen, biochemical, DiFMUP fluorescence, 2 µM; 96,000 tested, 0.21% active; recombinant LYP catalytic domain; Tyrosine-protein phosphatase non-receptor type 22 (Homo sapiens), Q9Y2R2; AID 640, 2007; inhibition, % at 2 µM;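 active means inhibition at 2 µM at or above a set limit, the screen mean plus 3 SD, cut at about 24% in these data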;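 further: 0% = DMSO with enzyme and 100% = enzyme fully blocked by orthovanadate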
PLK1 kinase inh: human PLK1 kinase inhibitors, primary screen, biochemical, TR-FRET; Serine/threonine-protein kinase PLK1 (Homo sapiens), P53350; recombinant PLK1 kinase, TR-FRET peptide phosphorylation; inhibition, % at 10 µM; 97,000 tested, 0.53% active;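 active means inhibition of 50% or more in the single-concentration screen; inactive means inhibition below 50%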;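 further: 0% = DMSO max control and 100% = H-89 dihydrochloride min control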
CYP2C9 inhib: blockers of cytochrome P450 2C9 activity – biochemical, luminescence, ADME assay, primary screen. P11712. CYP2C9 Supersomes, luciferin-H conversion. inhibition, % at 5 µM. 96,000 tested, 20% active. AID 777, 2007;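 active means blocking of liver enzyme CYP2C9 beyond about 50% at 5 µM, limit read from the data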; further: values of inactives mirror those of a sister screen read the other way
EphB4 ephrin blk: EphB4-ephrin-B2 interaction antagonists, primary screen, biochemical, TNYL-RAW peptide probe, fluorescence polarization | Ephrin type-B receptor 4 (Homo sapiens), P54760 | inhibition, % at 7 µM | EphB4 LBD / TNYL-RAW-Alexa532 peptide | 97,000 tested, 0.15% active | AID 720, 2007;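 active means inhibition above the screen-wide mean inhibition plus 3 SD, cut at about 15% in these data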;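 further: 0% = DMSO wells and 100% = excess unlabeled TNYL-RAW peptide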
Target sequence (P54760 whole entry, looked up, the tested form may be a part): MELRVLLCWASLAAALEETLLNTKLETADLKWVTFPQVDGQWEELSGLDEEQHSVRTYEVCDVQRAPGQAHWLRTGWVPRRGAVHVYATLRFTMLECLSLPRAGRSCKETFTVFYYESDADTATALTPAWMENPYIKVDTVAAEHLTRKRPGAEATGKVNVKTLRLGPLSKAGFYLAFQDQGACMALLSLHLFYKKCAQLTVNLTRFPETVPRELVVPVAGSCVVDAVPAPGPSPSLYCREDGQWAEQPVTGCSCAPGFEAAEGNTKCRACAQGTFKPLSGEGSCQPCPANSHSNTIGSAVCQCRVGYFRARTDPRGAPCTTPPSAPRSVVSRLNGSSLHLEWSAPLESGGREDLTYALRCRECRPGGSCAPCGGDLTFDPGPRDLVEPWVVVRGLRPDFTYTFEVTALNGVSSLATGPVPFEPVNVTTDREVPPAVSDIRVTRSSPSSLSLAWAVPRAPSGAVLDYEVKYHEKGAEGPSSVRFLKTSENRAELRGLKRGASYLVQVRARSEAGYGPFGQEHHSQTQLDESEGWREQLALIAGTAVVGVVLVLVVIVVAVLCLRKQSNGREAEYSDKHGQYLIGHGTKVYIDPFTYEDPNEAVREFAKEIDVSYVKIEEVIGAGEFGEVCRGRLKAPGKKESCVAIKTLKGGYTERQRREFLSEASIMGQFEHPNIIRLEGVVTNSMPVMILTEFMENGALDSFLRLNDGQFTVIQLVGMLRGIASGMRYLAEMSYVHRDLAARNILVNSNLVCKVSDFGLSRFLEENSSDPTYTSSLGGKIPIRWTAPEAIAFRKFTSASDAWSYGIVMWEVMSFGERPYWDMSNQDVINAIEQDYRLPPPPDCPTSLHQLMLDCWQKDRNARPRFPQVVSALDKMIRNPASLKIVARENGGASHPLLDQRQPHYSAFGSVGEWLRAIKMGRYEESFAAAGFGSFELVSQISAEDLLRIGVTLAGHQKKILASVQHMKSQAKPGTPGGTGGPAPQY
* hit, by the source's call; nt = not tested or not shown. Not a hit list; overall some 20% were active at least once.

smiles	CYP2C9 activ	EphB4 ephrin blk	PTPN22 inh 2	CYP2C9 inhib	Plk1 PBD FP	HIV Rev-RRE inh	LYP act	PLK1 kinase inh	Calb biofilm kill
N#Cc1c(-c2ccco2)cc(-c2cccnc2)nc1N	0.9	0	-1	12	36	14	-1	55*	1
CCOC(=O)CSc1nc(-c2ccccc2)nc2ccc(F)cc12	0.9	6	4	12	-29	14	-3	-19	nt
COc1cc(C2=NOC(C(=O)N3CCOCC3)C2)cc(OC)c1OC (stereo not drawn)	1.1	2	-10	-11	-13	0	7	-5	-4
COc1cccc(-c2nnc(SCC(=O)N3CCOCC3)o2)c1	0.9	-2	4	10	0	0	-5	-9	3
O=C(c1cccc(C(F)(F)F)c1)N1CCC(O)(CS(=O)(=O)Cc2ccc(Cl)cc2)CC1	1.3	9	-7	-34	-24	6	4	-10	nt
CCOC(=O)C(=O)/C(C#N)=C/Nc1ccccc1	1	3	2	-2	-2	9	-3	2	4
COC(=O)c1c(O)c2c([nH]c1=O)CCCC2	1.1	-6	3	-9	-21	9	-3	-4	-3
O=C(O)C1CC=CCC1C(=O)Nc1ccc(F)c(F)c1 (stereo not drawn)	1	-6	9	0	-7	11	-6	-9	4
CCOC(=O)C1CCCN(CC(=O)/C=C2/N(C)c3ccccc3C2(C)C)C1 (stereo not drawn)	0.8	0	1	17	7	0	0	0	7
Cc1ccc(NC(=O)CSc2nnc(Cc3cccn3C)n2-c2ccc(F)cc2)c(C)c1	0.3	-3	4	68*	4	-4	-8	-4	6
O=C(C1CCCN(S(=O)(=O)c2cccs2)C1)N1CCN(C2CCCCC2)CC1 (stereo not drawn)	0.7	-3	4	28	-8	4	-6	-16	9
C=CCN(C(=O)CCC(=O)O)C1CC(=O)N(c2ccc(OC)cc2)C1=O (stereo not drawn)	1.1	-3	-4	-14	-13	2	5	-14	-5
COc1ccc(S(=O)(=O)N2CCN(C(=O)c3cccc(Cl)c3)CC2)cc1	0.9	6	0	15	2	13	0	-12	6
Cc1ccnc(NC(=O)Nc2ccc(F)cc2)c1	0.7	-1	-1	27	20	2	2	-3	9
Cc1nc(-c2ccccc2)sc1C(=O)CSc1ccc(Cl)cc1	0.2	3	8	77*	-15	20	-5	-7	nt
CN(CCOc1ccc(Cl)cc1)c1ccc(S(=O)(=O)N2CCCCC2)cn1	1.3	-9	3	-31	-29	12	-4	-9	8
CC(C)c1nc(NCc2ccccc2)c(C#N)c2c1CCCC2	0.6	-6	11	36	-7	4	-6	-10	nt
O=C(/C=C/c1ccccc1)N(c1ccccn1)C1CCCCC1	0.8	-13	-1	21	23	-1	5	-13	nt
Oc1ccc(CN2CCc3ccccc3C2)c2cccnc12	1.3	5	11	-30	20	-10	-11	7	8
COC(=O)CNC(=O)C(NC(=O)c1ccc(Cl)cc1)C(C)C (stereo not drawn)	0.9	-4	-4	14	-20	5	2	-16	nt
O=C(c1ccco1)N1CCN(c2ncnc3c2[nH]c2ccc(Br)cc23)CC1	0.1	5	0	90*	-12	6	1	0	5
COc1ccccc1C1/C(=C(/O)c2ccccc2)C(=O)C(=O)N1CC(C)O (stereo not drawn)	1	0	-1	5	6	2	-1	-4	3
Cc1cccc(-n2nnnc2SC(C)C(=O)NCCC2=CCCCC2)c1 (stereo not drawn)	0.9	-12	-2	10	-9	6	-1	-17	5
Cc1cc(C(F)F)nn1CC(=O)NCc1ccc(Cl)cc1Cl	nt	10	11	nt	-18	5	-6	-3	-1
COc1ccc(NC(=O)CS(=O)CC(=O)NC2CCCc3ccccc32)cc1 (stereo not drawn)	1	-3	-1	4	22	-1	0	-3	10
CCc1ccc2nc(-c3cccc(C)c3)nc(SCC(=O)NCC3CCCO3)c2c1 (stereo not drawn)	0.2	2	-6	75*	-4	5	3	-7	nt
CCC(NC(=O)NCc1cccnc1)(C(F)(F)F)C(F)(F)F	0.3	3	2	73*	10	5	-7	-6	6
CCCNC(=O)c1cc(-c2ccco2)on1	nt	1	-8	nt	-1	3	4	-7	4
COc1ccc(C(=O)Nc2ccc(S(=O)(=O)N3CCCCC3)cc2)cc1OC	0.8	5	8	16	-10	18	-8	-7	5
Cc1ccc(C)c(N(CC(N)=O)S(C)(=O)=O)c1	1.1	1	-1	-14	4	5	-2	-11	-5
Cc1[nH]n(C(N)=S)c(=O)c1N=Nc1ccc(S(=O)(=O)N2CCCC2)cc1	nt	0	3	nt	7	-1	-4	-6	5
O=C1CCC(=O)N1CNc1ccc(Oc2ccccc2)cc1	1.2	6	-6	-15	-21	6	5	-6	4
COC(=O)c1cc(CSc2nnc(NC3CCCCC3)s2)oc1C	0.5	-2	-8	48	-6	6	6	-15	0
CCC(=O)N1c2ccc(S(=O)(=O)CCC(=O)NCCC3=CCCCC3)cc2CC1C (stereo not drawn)	0.4	-6	0	61*	8	6	-3	-9	6
CCNC(=O)COc1cccc2ccccc12	1.1	1	-13	-11	-19	-5	12	-10	nt
O=C1c2ccccc2C(=O)N1CCCCN(C(=O)c1ccc([N+](=O)[O-])cc1)c1ccc(Cl)cc1	0.5	-7	5	54*	-2	4	-1	-13	nt
O=C(O)CN(c1ccccn1)S(=O)(=O)c1ccccc1	0.6	2	-2	45	27	3	3	-7	2
COc1ccc(C(=O)NCc2nnc(SCC(=O)NCc3ccc(F)cc3)o2)cc1	0.8	7	9	20	0	10	-6	-7	-8
Cc1ccc(Sc2ncccc2COC(=O)Nc2ccccc2)cc1	0.4	-3	15	55*	-24	14	-13	-8	nt
COc1cc2[nH]c(=S)n(Cc3ccco3)c(=O)c2cc1OC	0.7	1	4	30	11	9	-1	-8	5
CC1=C(C#N)c2nc(N)c(C#N)c(C)c2/C1=C\c1ccc(C)cc1	0.9	4	7	13	-5	12	-6	-7	5
Cc1ccc(OCC(=O)Nc2cccc(-c3nnc(-c4ccccc4)o3)c2)c(C)c1	nt	-4	11	nt	9	-4	-14	-8	3
N#Cc1c(NC(=O)CCCN2C(=O)c3ccccc3C2=O)oc(-c2ccccc2)c1-c1ccccc1	0.5	5	-14	50*	-4	4	12	-16	1
Cc1csc(NC(=O)CSc2nnc(Cc3cccn3C)n2-c2ccc(F)cc2)n1	0.9	0	-1	8	-13	3	0	-1	12
Oc1cc(NCc2cccnc2)ccc1-c1nc2ccccc2o1	1.2	6	-8	-21	19	12	4	-12	4
CCCCC(C(=O)NC1CCCC1)N(Cc1ccco1)C(=O)Cn1nnc(-c2ccc(F)cc2)n1 (stereo not drawn)	0.1	-4	1	92*	2	-3	-2	-1	nt
CCCC(=O)Nc1cccc2c1CCCC2	1.1	0	-7	-7	12	8	4	-5	-2
COc1cc(S(=O)(=O)N2CCN=C2c2ccccc2)ccc1F	1.1	7	1	-10	5	4	-2	-8	-2
O=C(CCCCCn1c(=O)[nH]c2ccsc2c1=O)NCc1ccc2c(c1)OCO2	0.4	5	-4	63*	-50	1	2	-9	nt
Cc1ccsc1C(C(=O)NC1CCCCC1)N(C(=O)Cc1cccs1)C1CC1 (stereo not drawn)	0.8	-1	-11	18	35	2	14	-11	-6
Cn1c(=O)cc(SCC(=O)NCc2cccnc2)c2ccccc21	nt	1	2	nt	4	7	1	-7	5
CCOC(=O)CNC(=O)CSc1nnc(-c2cccc(OC)c2)n1CC	0.9	3	-7	10	-13	-1	4	-13	-2
Cn1cnnc1SCc1ccc(F)c2ccccc12	1.1	5	0	-13	7	-4	-2	3	5
CC1CCCCN1C(=O)C12CCC(C)(C(=O)C1)C2(C)C (stereo not drawn)	1	1	2	0	12	7	-3	-3	nt
COC(=O)C1=C(C)NC2=C(C(=O)CCC2)C1c1cn(Cc2ccc(Br)cc2)nc1-c1ccccc1 (stereo not drawn)	0.1	2	-6	86*	0	-1	11	-7	nt
Cc1ccccc1-c1nnc(SCC(=O)Nc2cccc(C)c2C)o1	0.6	-4	-2	38	-7	7	2	-4	-7
Cc1c(/C=N/n2cnnc2)c2ccccc2n1CCOc1ccc(Cl)cc1	0.8	-1	8	15	8	3	-10	-5	4
O=S(=O)(N/N=C1/CCCc2ccccc21)c1ccc(Br)cc1	nt	7	-10	nt	-15	5	10	-10	8
c1ccc2c(NC3=NCCCCS3)cccc2c1	nt	3	-4	nt	-9	8	4	-12	9
S=C1NC2=C(CCCC2)C2(CCCCC2)N1	nt	0	-2	nt	-6	2	3	-3	0

Other entries follow.
smiles	CYP2C9 activ	EphB4 ephrin blk	PTPN22 inh 2	CYP2C9 inhib	Plk1 PBD FP	HIV Rev-RRE inh	LYP act	PLK1 kinase inh	Calb biofilm kill
CCc1ccc(C(=O)c2ccccc2C(=O)O)s1	1	0	-8	4	-21	2	13	-13	5
O=C1c2ccccc2C(=O)N1CCCc1nc(-c2cccnc2)no1	1	6	4	3	6	2	-9	-10	2
CC1CC(C)CN(C(=O)c2ccc3c(c2NCCO)C(=O)c2ccccc2C3=O)C1 (stereo not drawn)	0.1	4	-13	95*	18	-20	13	7	-2
NC(=O)C1CCN(C(=O)OCc2ccccc2)CC1	1	0	11	1	15	5	-9	-18	nt
CCCCOCCCNC(=O)c1c(-c2ccccc2)noc1C	0.5	2	11	47	7	5	-12	-9	6
CC(C)Oc1ccc(CCc2n[nH]c(=S)n2Cc2ccccc2)cc1	0.8	1	4	16	-3	-4	-1	-7	nt
N#C/C(=C1/CCCN1)c1ccccn1	0.9	5	7	7	13	11	-4	-17	nt
NCC/C=C1/c2ccccc2CSc2ccccc21	nt	-11	-2	nt	17	-8	2	-7	1
CCCCS(=O)(=O)/C=C/[C@H]1[C@H](S(=O)(=O)CCCC)[C@H]2C=C[C@@H]1C2	nt	-4	3	nt	-23	0	-3	-11	5
COc1ccccc1N1CCN(C(=O)C(C)N(c2ccccc2)S(C)(=O)=O)CC1 (stereo not drawn)	0.9	-1	-6	8	32	2	7	-3	0
COc1ccc(-c2nnc3ccc(SC)nn23)cc1	0.9	0	3	15	9	1	-4	-7	-2
N=C1C(c2nc3ccccc3c(=O)[nH]2)=C(O)CN1c1ccccc1	2.2*	-2	-4	-116	5	2	5	-14	nt
COc1cccc(NC(=O)Nc2ccc3c(c2)N(C)C(=O)CS3)c1	1	3	-10	-4	-21	6	11	-4	4
CCC1(C)Cc2c(sc3nc(SC)nc(N)c23)CO1 (stereo not drawn)	0.7	-5	-3	30	-1	-1	2	-2	4
COc1cc(CNCc2ccncc2)cc(Br)c1OCc1ccccc1F	0.1	-4	-1	91*	12	7	4	-4	nt
N#Cc1cccc(-n2nnnc2-c2ccccn2)c1	0.9	8	4	8	-37	5	-5	7	1
